AI-2 QS mod: Vibrio harveyi AI-2 quorum sensing modulators, primary screen, JMH597 strain, luminescence/OD600 ratio | 0.4% of 300,000 active | AID 2094, 2009 | activity change, % at 7.5 µM | Vibrio harveyi JMH597 AI-2 luminescence/OD600 ratio, 9 h; hits give low values; strain lacks LuxN and CqsS sensors; 0 = neutral-control median; in the data active = activity change below about -75%, passing the limit was not always enough;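 also: luminescence divided by OD600 gain over 9 h not by final OD600 alone; inactives centre near 13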
HIF act: HIF pathway transcriptional activators, primary screen, cell-based, U2OS HRE-luciferase, luminescence; AID 1910, 2009; U2OS HRE-luciferase reporter; normalized: DMSO 0%, desferrioxamine 100%; 0.32% of 300,000 active; activation, % at 7.5 µM (by protocol);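 active = mean activation of at least 10% of the iron chelator positive control signal, with at least half of replicates also reaching 10%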
PolyA inh: polyadenylation inhibitors in yeast reporter cells, primary screen, luminescence, S. cerevisiae; S. cerevisiae SKY197-pL101 polyadenylation reporter, beta-gal luminescence; efflux-impaired pdr1/pdr3 knockout yeast; score 100 = 6 SD above DMSO; calls only at 12 µM; 0.02% of 300,000 active;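 active = lowest replicate activity score at least 50, where 100 means six control SD above control mean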;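 also: yeast exposed to compound for 9 h at 30 °C; higher score means more reporter readthrough which indicates perturbed polyadenylation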
TRPC4 PAM: positive allosteric modulators of TRPC4, primary screen, cell-based, mouse TRPC4beta, HEK293 mu-opioid, Fluo-4 calcium; 0.42% of 310,000 active; Short transient receptor potential channel 4 (Mus musculus), Q9QUQ5; DAMGO EC20, Fluo-4 Ca2+ flux; hits give high values; B-score at 10 µM; AID 2227, 2009;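 active = B-score of calcium response area above 5 SD of library B-scores, with initial fluorescence ratio within 5 SD of library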;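 also: B-score of integrated fluorescence ratio over time as area under calcium response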
TRPC4 agonist: activators of mouse TRPC4 channel, primary screen, Fluo4 calcium, HEK293 TRPC4beta/mu-opioid cells | B-score at 10 µM | 0.49% of 310,000 active | Fluo4 calcium fluorescence; hits give high values | Short transient receptor potential channel 4 (Mus musculus), Q9QUQ5;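 active = B-score above 5 SD of library B-scores, and initial fluorescence ratio not above library mean plus 5 SD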;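 also: positive B-score marks a calcium rise read as TRPC4 activation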
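Assay system: HEK293 stable line with TRPC4beta plus mu-opioid receptor; schedule: 45 min room-temperature Fluo4 loading, 110 s read; technique: kinetic Fluo4 calcium fluorescence; evaluation: integrated baseline-normalised fluorescence ratio, converted to per-well B score; controls: buffer (low) and maximal DAMGO (high)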
MrgX1 agonist: agonists of human MrgX1 receptor, primary screen, HEK293 cells, Fluo-4 calcium flux. Fluo-4 calcium fluorescence, agonist mode; hits give high values. B-score at 10 µM. 0.44% of 310,000 active;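 active = calcium response B-score plate-corrected fluorescence ratio at least 3 library SD, with starting fluorescence B-score inside 5 SD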
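Assay system: stable human MrgX1 HEK293 cell line. Quantity: 15,000 cells per well. Schedule: cells plated overnight, dye loaded 0.5 h 37 °C, 0.5 h room temperature. Detection: Fluo-4 NW calcium-flux fluorescence, kinetic read. Read-out basis: peak-minus-minimum fluorescence over baseline, converted to B scores. Control set: positive and negative control wells on each plate.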
MrgX1 antagonist: antagonists of human MrgX1 receptor, primary screen, HEK293 cells, Fluo-4 calcium flux. Mas-related G-protein coupled receptor member X1 (Homo sapiens), Q96LB2. BAM8-22 antagonism; hits give low values. B-score at 10 µM. 1.3% of 310,000 active. AID 588676, 2011;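 active = calcium-response B-score plate-corrected more than 3 library SD below zero, starting fluorescence within 5 deviations, no agonist response on first addition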;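 also: peak minus trough fluorescence over baseline after final BAM8-22 challenge near maximal dose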
MrgX1 PAM: positive allosteric modulators of MrgX1, primary screen, HEK293 cells, Fluo-4 calcium flux | Mas-related G-protein coupled receptor member X1 (Homo sapiens), Q96LB2 | FDSS; hits give high values | B-score at 10 µM | 0.63% of 310,000 active | AID 588675, 2011;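 active = plate-corrected calcium response at least 3 library SD above typical, normal starting fluorescence, not activating the receptor alone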;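 also: compound read alongside a low EC10 to EC30 dose of BAM8-22 agonist; peak minus trough fluorescence over baseline measured at the second addition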
TRPC6 act: mouse TRPC6 channel activators, primary screen, cell-based, HEK293, membrane potential dye; HEK293-TRPC6 membrane potential dye fluorescence; hits give high values; B-score at 10 µM; 0.13% of 310,000 active;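 active = B-score of the integrated fluorescence ratio above library mean plus 3 SD, and starting fluorescence ratio within library mean plus 5 SD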;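 also: higher score means more depolarization so channel activation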
Target sequence (Q61143 whole entry, looked up): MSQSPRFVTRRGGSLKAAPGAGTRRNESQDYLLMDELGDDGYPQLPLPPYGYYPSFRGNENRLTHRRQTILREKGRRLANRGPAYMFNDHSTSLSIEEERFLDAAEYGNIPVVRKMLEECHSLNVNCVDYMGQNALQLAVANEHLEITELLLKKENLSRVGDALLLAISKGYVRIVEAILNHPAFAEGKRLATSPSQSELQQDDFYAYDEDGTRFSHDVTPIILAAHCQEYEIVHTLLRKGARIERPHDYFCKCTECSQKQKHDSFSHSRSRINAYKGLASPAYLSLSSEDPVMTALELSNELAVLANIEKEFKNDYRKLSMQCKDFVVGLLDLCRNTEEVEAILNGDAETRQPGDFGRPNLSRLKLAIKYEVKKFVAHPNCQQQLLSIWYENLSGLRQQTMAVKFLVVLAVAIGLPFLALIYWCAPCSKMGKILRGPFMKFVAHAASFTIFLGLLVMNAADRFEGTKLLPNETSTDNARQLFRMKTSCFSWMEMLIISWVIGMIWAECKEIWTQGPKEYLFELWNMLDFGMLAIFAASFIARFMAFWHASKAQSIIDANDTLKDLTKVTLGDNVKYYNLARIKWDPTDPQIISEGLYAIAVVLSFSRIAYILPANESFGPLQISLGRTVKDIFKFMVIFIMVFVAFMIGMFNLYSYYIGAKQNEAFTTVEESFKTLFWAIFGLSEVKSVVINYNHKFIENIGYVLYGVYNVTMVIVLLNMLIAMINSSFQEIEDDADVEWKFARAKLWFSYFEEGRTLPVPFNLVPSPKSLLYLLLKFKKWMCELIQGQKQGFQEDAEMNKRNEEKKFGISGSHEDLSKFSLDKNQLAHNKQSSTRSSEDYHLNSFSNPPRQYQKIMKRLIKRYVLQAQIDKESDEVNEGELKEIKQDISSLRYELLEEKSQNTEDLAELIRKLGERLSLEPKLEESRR
TRPC4 block: inhibitors of mouse TRPC4 channel, primary screen, Fluo4 calcium, HEK293 TRPC4beta/mu-opioid cells. Short transient receptor potential channel 4 (Mus musculus), Q9QUQ5. B-score at 10 µM. 0.39% of 300,000 active. DAMGO-evoked Fluo4 calcium flux; hits give low values;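 active = B-score over 3 SD under the library average, no early fluorescence shift, positive overall ratio signal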
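Assay system: HEK293 cells with stable TRPC4beta plus mu-opioid receptor expression; Probe or stimulus: DAMGO in two steps, submaximal then maximal; Dosing: single-point compound dosing; Measured by: Fluo4 calcium-dye fluorescence, kinetic read; Read-out basis: B score from integrated Fluo4 fluorescence ratio.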
TRPC6 inhibitor: mouse TRPC6 channel inhibitors, primary screen, cell-based, HEK293, membrane potential dye; 1.1% of 310,000 active; B-score at 10 µM; AID 2553, 2010; ACh-evoked depolarization; hits give low values;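 active = B-score under library mean minus 3 SD, initial fluorescence not abnormally high, positive integrated signal ratio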;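 also: B-score derived from integrated fluorescence ratio over the kinetic read; more negative B-score means stronger inhibition of depolarization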
* = called active by the depositor; i = inactive; nt = not tested or not shown.

Compound	AI-2 QS mod	HIF act	PolyA inh	TRPC4 PAM	TRPC4 agonist	MrgX1 agonist	MrgX1 antagonist	MrgX1 PAM	TRPC6 act	TRPC4 block	TRPC6 inhibitor
Cc1ccccc1CSCCNC(=O)CSCc1ccc([N+](=O)[O-])cc1	-4	-0.3	i	i	i	i	i	i	i	i	i
CC(=O)N/C(=C\c1ccccc1)C(=O)OC(C)C(=O)N(C)c1ccccc1 (stereo not drawn)	5	-1.4	i	i	i	i	i	i	i	i	i
COc1ccc(-c2cn(Cc3ccc4ccccc4c3)nn2)cc1	8	-0.7	i	i	i	i	i	i	i	i	i
Cc1ccc(NC(=O)COC(=O)c2ccc([N+](=O)[O-])o2)cc1S(=O)(=O)N1CCCCCC1	2	-2.3	i	i	i	i	i	i	i	i	i
COc1ccc(C2/C=C\CN(CC(C)(C)C)CC(=O)N2Cc2ccc(F)cc2)cc1 (stereo not drawn)	14	0.3	nt	i	i	i	i	i	i	i	i
CCN(CC)CCNC(=O)c1ccc(NC(=O)/C=C/c2ccc3ccccc3n2)cc1	16	-0.9	i	i	i	i	-8.5*	i	i	i	i
COc1nc(-c2ccccc2)cc(-c2ccc(OC)c(OC)c2)n1	13	nt	i	i	i	i	i	i	i	i	i
Cc1ccc(SCC(=O)O/N=C(\N)c2ccc([N+](=O)[O-])cc2)cc1	19	-0.1	i	i	i	i	i	i	i	i	i
S=c1[nH]nc(COc2ccccc2)n1-c1ccccc1	25	-0.1	i	i	i	i	i	i	i	i	i
COc1ccc(-c2nc(CN3CCN(C(=O)c4ccco4)CC3)c(C)o2)c(OC)c1C	17	0.2	i	i	i	i	i	i	i	i	i
CCOc1ccc2nc(NC(=O)C3=NN(c4ccccc4)C(=O)CC3)sc2c1	23	1.4	i	i	i	i	i	i	i	i	i
O=C(CNCc1ccccc1)Nc1ccccc1-c1ccccc1	10	-0.3	i	i	i	i	i	i	i	i	i
O=S1(=O)N=C2CCCCCN2C(c2ccc(F)cc2)N1 (stereo not drawn)	12	1.1	i	i	i	i	i	i	i	i	i
COc1cccc2c1Oc1ncccc1N(C(=O)CCC(=O)NCc1ccccc1F)C2	7	nt	i	i	i	i	i	i	i	i	i
O=C(Nc1ccc(Cl)cc1)C1=Cc2ccccc2OC1	7	2.4	i	i	i	i	i	i	i	i	i
CN(C)c1nc(SCc2ccccc2Cl)nc2c1CCCC2	6	0.1	i	i	i	i	i	i	i	i	i
O=C(O)CSc1nnc(COc2cccc3cccnc23)n1-c1cccc(C(F)(F)F)c1	4	-0.1	i	i	i	i	i	i	i	i	i
CCOP(=O)(OCC)c1nc(-c2ccc(C)cc2)oc1N1CCOCC1	0	-0.3	i	i	i	i	i	i	i	i	i
COc1ccc(C(C)(C)C)cc1NC(=O)c1cccc(S(=O)(=O)N2CCN(C(C)=O)CC2)c1	20	-0.3	i	i	i	i	i	i	i	i	i
CCOC(CNc1cc(C)nc2c(-c3ccccc3OC)c(C)nn12)OCC	8	0.3	i	i	i	i	i	i	i	i	i
Oc1ccc(-c2[nH]ncc2-c2cccc3cccnc23)c(O)c1	-12	-0.1	i	i	i	i	i	i	i	i	i
CC(C)(C)N1CC(C(=O)O)CC1=O (stereo not drawn)	8	0.1	nt	i	i	i	i	i	i	i	i
O=C(Nc1nnc(C2CC2)s1)C1Cc2ccccc2CN1S(=O)(=O)c1cccs1 (stereo not drawn)	27	1.7	i	i	i	i	i	i	i	i	i
FC(F)Oc1ccc(NC(=S)NCC2COc3ccccc3O2)cc1 (stereo not drawn)	10	0.2	i	i	i	i	i	i	i	i	i
C=CCN1C(=O)C(Cc2ccc(C)cc2)S/C1=N/N=C/c1ccco1 (stereo not drawn)	7	0.4	i	i	i	i	i	i	i	i	i
Cc1ccc(NC(=O)CN(C)C(=O)COC(=O)CCS(=O)(=O)c2ccc(C)cc2)cc1	15	0.2	i	i	i	i	i	i	i	i	i
O=S(=O)(CCOc1ccccc1)N1CCOCC1	5	-0.2	i	i	i	i	i	i	i	i	i
COc1ccccc1/C=N/Nc1nc(C)cc(C)n1	12	-0.3	i	i	i	i	i	i	i	i	i
O=C(Nc1ccc2snnc2c1)N1CCSCC1	9	-0.4	i	i	i	i	i	i	i	i	i
Cc1ccc(CNC(=O)CSc2nc(C)cs2)cc1	27	0.0	i	i	i	i	i	i	i	nt	i
Cc1nnc(NC(=O)CSc2ccccc2N)s1	-3	-0.3	i	i	i	i	i	i	i	i	i
CC1=C(C(=O)OCc2ccc3c(c2)OCO3)C(c2ccc(O)c([N+](=O)[O-])c2)NC(=O)N1 (stereo not drawn)	21	0.3	i	i	i	i	i	i	i	i	i
O=C(NN1CCCCC1)c1cnn2c(C(F)F)cc(-c3ccccc3)nc12	14	-0.2	i	i	i	i	i	i	i	i	i
CCC1=C(c2ccc(C)cc2)S(=O)(=O)N=C1N1CCC(C(=O)NCCCN2CCCCC2)CC1	21	-0.2	i	i	i	i	i	i	i	i	i
COC(=O)[C@H]1CN(C(=O)c2ccccc2)C(=O)N1	3	0.0	i	i	i	i	i	i	i	i	i
CN(C)S(=O)(=O)N1CCC(Oc2ccc(C(=O)NC3CCCCC3)cc2)CC1	22	0.3	i	i	i	i	i	i	i	i	i

Looked up by compound from the list above, two records:
Compound	AI-2 QS mod	HIF act	PolyA inh	TRPC4 PAM	TRPC4 agonist	MrgX1 agonist	MrgX1 antagonist	MrgX1 PAM	TRPC6 act	TRPC4 block	TRPC6 inhibitor
Cc1ccc(CNC(=O)CSc2nc(C)cs2)cc1	27	0.0	i	i	i	i	i	i	i	nt	i
CC1=C(C(=O)OCc2ccc3c(c2)OCO3)C(c2ccc(O)c([N+](=O)[O-])c2)NC(=O)N1 (stereo not drawn)	21	0.3	i	i	i	i	i	i	i	i	i

(continued)
Compound	AI-2 QS mod	HIF act	PolyA inh	TRPC4 PAM	TRPC4 agonist	MrgX1 agonist	MrgX1 antagonist	MrgX1 PAM	TRPC6 act	TRPC4 block	TRPC6 inhibitor
CN(C)CCCNc1oc(-c2ccccc2Cl)nc1S(=O)(=O)c1ccc(F)cc1	4	0.0	i	i	i	i	i	i	i	i	i
CCn1cc(C(=O)Nc2ccccc2)c(=O)c2ccc(C)nc21	0	-0.2	i	i	i	i	i	i	i	i	i
O=C(COc1ccccc1[N+](=O)[O-])NCc1cccnc1	21	-0.2	i	i	i	i	i	i	i	i	i
CS(=O)(=O)N(CC(=O)NCc1ccco1)c1ccc(OCc2ccccc2)cc1	36	0.1	i	i	i	i	i	i	i	i	i
COc1ccc(-n2c(CN3CCN(c4ccccn4)CC3)nc3ccc([N+](=O)[O-])cc3c2=O)c(OC)c1	-1	0.3	i	i	i	i	i	i	i	i	i
Cc1cc(C)n(C(=O)CNc2cccc(Cl)c2C)n1	8	-0.4	i	i	i	i	i	i	i	i	i
CN(C)c1cccc(C(=O)NC2CCCc3ccccc32)c1 (stereo not drawn)	nt	-0.8	i	i	i	i	i	i	i	i	i
C/C(=N\NC(=O)c1ccc(O)cc1)c1ccc(N2CCOCC2)cc1	15	0.6	i	i	i	i	i	i	i	i	i
COCCn1c(=NC(=O)CCS(=O)(=O)c2ccccc2)sc2cc(F)ccc21	4	-0.5	i	i	i	i	i	i	i	i	i
CC(Sc1nnc(Nc2ccccc2)s1)C(=O)NC1CCCc2ccccc21 (stereo not drawn)	8	0.1	i	i	i	i	i	i	i	i	i
O=C1NCC(COCc2ccco2)O1 (stereo not drawn)	32	-0.3	i	i	i	i	i	i	i	i	i
CC(=O)Nc1sc(N/N=C\c2ccccc2F)nc1-c1cccs1	19	1.3	i	i	i	i	i	i	i	i	i
Cc1ccc(C)c(OCc2cc(C(=O)N3CCOCC3)no2)c1	4	5.5	i	i	i	i	i	i	i	i	i
CCOc1ccc(NC(=O)CS(=O)(=O)c2cn(C)c3ccccc23)cc1	21	0.3	i	i	i	i	-8*	i	i	i	i
COc1ccccc1NC(=O)C(CCS(C)(=O)=O)N1C(=O)c2ccccc2C1=O (stereo not drawn)	5	-0.4	i	i	i	i	i	i	i	i	i
Cc1ccc(/C=C2/Sc3ccc(C(=O)N4CCN(c5ccccn5)CC4)cc3NC2=O)cc1	10	0.0	i	i	i	i	i	i	i	i	i
CNC(=S)NC1CC2CCCC(C1)N2Cc1ccccc1OC (stereo not drawn)	18	-0.6	i	i	i	i	i	i	i	i	i
Cc1nn(C)c2nc(-c3cccs3)cc(C(F)(F)F)c12	16	-1.3	i	i	i	i	i	i	i	i	i
CCN(CC)CCCN1C(=O)C(O)=C(C(=O)c2sc(C)nc2C)C1c1ccco1 (stereo not drawn)	6	-0.1	i	i	i	i	i	i	i	i	i
CCN(CCCNC(=O)CNC(=O)c1nn(-c2ccc(OC)cc2)c(=O)c2ccccc12)c1cccc(C)c1	18	-0.2	i	i	i	i	i	i	i	i	i
CCN(CC)S(=O)(=O)c1cc(C(=O)OCC(=O)c2ccc3c(c2)NC(=O)CO3)ccc1F	-15	0.1	i	i	i	i	i	i	i	i	i

Screening data as filed in PubChem.

Only part of the results is shown; rates above refer to the full screens.
